Screening data: PubChem BioAssay, National Center for Advancing Translational Sciences (NCATS)
KB-V1 MDR tox: kills drug-selected multidrug resistant KB-V1 cells; Potency, µM (doses to about 46.1 µM), for inactives: top-dose activity change, negative = cytotoxicity, most hits filed as cytotoxic; hit rate 3.4% among 400,000; KB-V1 MDR cells viability, CellTiter-Glo, 72 h; further: on the % scale 0 is the no-effect control and ±100 the full control effect; nearly all actives have a fitted effect of over 60% in size
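Cells of the MDR subline KB-V1 are plated, dosed with compound at multiple concentrations, and incubated 72 h at 37 degrees C; CellTiter-Glo is then added and luminescence read after 10 min.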
GLP-1R inv ag: inverse agonists of human GLP-1 receptor; Potency, µM (highest dose often 38.3 µM), inactives show at the top dose activity change, negative = inhibition, most hits filed as inhibitors; hit rate 1.6% among 410,000; AID 624417; HEK293 GLP-1R CRE-luciferase, luminescence, 24 h; GLP-1R form is constitutively active; further: on the % scale 0 is the no-effect control and ±100 the full control effect; nearly all actives have a fitted effect of over 55% in size
Target sequence (P43220 whole entry, looked up): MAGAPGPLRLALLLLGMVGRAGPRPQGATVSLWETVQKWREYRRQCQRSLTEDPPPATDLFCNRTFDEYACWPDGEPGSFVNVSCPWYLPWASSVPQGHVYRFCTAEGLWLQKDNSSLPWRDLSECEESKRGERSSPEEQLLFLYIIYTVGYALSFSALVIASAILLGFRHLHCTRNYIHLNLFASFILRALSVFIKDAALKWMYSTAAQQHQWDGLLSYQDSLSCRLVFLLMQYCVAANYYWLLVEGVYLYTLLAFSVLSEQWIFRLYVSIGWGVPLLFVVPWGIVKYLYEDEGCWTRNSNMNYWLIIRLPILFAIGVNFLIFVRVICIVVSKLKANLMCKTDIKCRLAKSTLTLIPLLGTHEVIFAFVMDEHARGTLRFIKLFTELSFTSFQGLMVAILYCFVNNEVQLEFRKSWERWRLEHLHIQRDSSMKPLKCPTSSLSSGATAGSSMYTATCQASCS
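qHTS in 1536-well format: reporter HEK293 cells expressing constitutive GLP-1R activity in DMEM + 10% Nu serum, 24 hr with compounds at 37 deg C, luminescence read after 12 min with detection reagent.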
HT1080-NT tox: kills 2HG-producing HT-1080-NT fibrosarcoma cells. HT-1080-NT fibrosarcoma viability, CellTiter-Glo ATP luminescence, 48 h. Potency, µM (highest dose often 46.1 µM), without a hit: at the top dose activity, negative = less viability, usual class: cytotoxic. hit rate 1.6% among 360,000;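 further: NT is the 2HG producing partner of a matched IDH1 knockdown line; 0% = DMSO-treated cells and -100% = media-only wells without cells; nearly all actives have a fitted effect of over 55% in size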
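Viability by CellTiter-Glo luminescence after 48 h compound exposure at 37C of HT-1080-NT cells (750/well, RPMI, 5% FBS). % activity scaled between DMSO wells and medium-only wells, then curve-fitted and categorized by curve class.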
KB-3-1 cytotox: KB-3-1 parental cell cytotoxicity; KB-3-1 viability, CellTiter-Glo ATP luminescence, 72 h; Potency, µM (titrated, usually from 46.1 µM), for the others: at the top dose activity change, negative = cytotoxic, usual class: cytotoxic; hit rate 1.4% among 400,000; AID 1347075; further: on the % scale 0 is the no-effect control and ±100 the full control effect; nearly all actives have a fitted effect of over 60% in size
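Cytotoxicity in the drug-sensitive parental line KB-3-1 was scored as loss of CellTiter-Glo luminescence following 72 h incubation with compound. Values come from curve fitting of normalized concentration-response data.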
GLP1R cytotox: cytotoxicity in counter-screen for GLP-1R inverse agonists; HEK293 cAMP-luciferase reporter cells, luminescence, 24 h; Potency, µM (doses to about 38.3 µM), for the others: at the highest dose activity change, negative = inhibition, actives largely listed as inhibitors; hit rate 0.13% among 410,000;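 further: loss of luciferase light is scored as toxicity; on the % scale 0 is the no-effect control and ±100 the full control effect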
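Step one: seed cells (200 cells/uL, DMEM with 10% Nu serum, 1% pen-strep). Step two: 12-hour incubation at 37 deg C. Step three: pin 23 nL compound, incubate 24 hr. Step four: add luciferase reagent, read luminescence 12 min later.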
SW480 rereplic: DNA re-replication induction in SW480 cells; SW480 DNA re-replication, Hoechst DNA content imaging, 48 h; hit rate 1.8% among 340,000; AID 624297; Potency, µM (highest dose often 46.1 µM), without a hit: at the top dose re-replication activation, most hits filed as activators; further: % of control where 0% means no effect; nearly all actives have a fitted effect of over 55% in size
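Image-based DNA-content assay: after two days of treatment, nuclei were labelled with the DNA dye Hoechst and imaged, and hits were compounds raising the count of nuclei showing high fluorescence intensity.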
HT1080 IDH1KD tx: kills HT-1080 cells with IDH1 knockdown. HT-1080 IDH1 knockdown viability, ATP luminescence, 48 h. Potency, µM (doses to about 46.1 µM), without a hit: at the highest dose activity, negative = toxicity, usual class: cytotoxic. AID 686971. hit rate 2% among 360,000;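 further: 0% = DMSO wells and -100% = cell-free medium wells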
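Knockdown cells (IDH1KD HT-1080) received compounds 2 h after plating at 750 cells/well and were kept 48 h at 37 °C in 5% FBS RPMI. A CellTiter-Glo luminescence read gave % activity for curve fitting.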
GLP1R ag: agonists of human GLP-1 receptor; P43220; HEK293 GLP-1R CRE-luciferase, luminescence, 4-6 h; cells express a hypersensitive GLP-1R form; Potency, µM (doses to about 45.6 µM), for the others: at the top dose activation, usual class: activators; hit rate 0.007% among 380,000; AID 624172; further: % of control where 0% means no effect
TDP43 rescue: inhibitors of TDP-43 toxicity in yeast | AID 652104 | hit rate 1.8% among 410,000 | Potency, µM (doses to about 46.1 µM), for the others: top-dose growth rescue (activation), actives largely listed as activators | TDP-43 expressing yeast growth rescue, BacTiter-Glo, 24 h; further: % of control where 0% means no effect; nearly all actives have a fitted effect of over 50% in size
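In this qHTS, compounds that restore growth of yeast expressing TDP-43 appear as activators. Cells (OD600=0.02, galactose medium, raffinose-pregrown) are incubated with compound 24 hr at 30 deg C and growth is quantified by BacTiter-Glo.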
* marks the source's active call; other numbers are inactive results; ? = inconclusive; nt = no result given; [ ] = dose if it differs, or a comment. The call rests on the fitted dose curve; in most records, active means well fitted curve in the direction sought with a large enough effect; inconclusive means small, poorly fitted or top-dose-only effect, or another doubt; inactive means no such curve, though single readings can be large; an effect the other way counts as inactive or inconclusive. Potency means the concentration at half of the fitted maximal effect.

SMILES	KB-V1 MDR tox	GLP-1R inv ag	HT1080-NT tox	KB-3-1 cytotox	GLP1R cytotox	SW480 rereplic	HT1080 IDH1KD tx	GLP1R ag	TDP43 rescue
O=C(COC(=O)CCC(=O)N1CCOCC1)Nc1ccc(Br)cc1Br	-2%	21%	0%	-5%	8%	4%	0%	15%	15%
COc1ccc(S(=O)(=O)N2CCN(Cc3cccs3)CC2)cc1OC	-13%	39%	9%	0%	1%	3%	4%	-1%	18%
O=C(CCNC(=O)c1ccco1)Nc1ccc(Cl)c(C(F)(F)F)c1	-9%	?	-20%	7%	3%	-7%	-11%	10%	?
CCn1c(=O)c2c3c(sc2n2c(=S)[nH]nc12)CCC3	18%	10%	8%	3%	-9%	2%	8%	-10%	23%
Cc1ccc(C(=O)NC2CCN(CC(=O)NCc3cccs3)CC2)cc1	-25%	13%	13%	22%	-1%	-10%	5%	6%	-16%
Cc1ccc(C(=O)Nc2ccccc2)cc1S(=O)(=O)Nc1ccccc1	13%	-26%	nt	-1%	-1%	nt	nt	nt	1%
Nc1nc(SCC(=O)N2CCCc3ccccc32)n[nH]1	0%	-5%	3%	-8%	2%	1%	0%	-1%	-1%
COc1ccc(Cc2c(-c3cccc(Cl)c3)nc3cc(C)c(Br)c(C)n23)c(C)c1	10%	8.9µM*	-10%	-14%	0%	nt	-19%	-1%	18%
CCN(CC)S(=O)(=O)c1cc(-c2nnc(-c3ccc(Br)cc3)o2)ccc1Br	?	11%	2%	-29%	-3%	-3%	1%[9.24 µM]	2%	-2%
O=C(CN(Cc1ccc(Cl)cc1)C(=O)CNS(=O)(=O)c1ccccc1)NCC1CCCO1 (configuration not stated)	-1%	-5%	0%	14%	8%	-11%	8%	1%	-27%
CCCCN(C(=O)c1cccc(S(=O)(=O)N2CCN(Cc3ccccc3)CC2)c1)c1ccccc1	-3%	?	-5%	4%	3%	-6%	?	9%	-11%
CCN(CC(=O)Nc1c(F)cccc1F)C(=O)CSCC(=O)Nc1ccc(OC)cc1	4%	-4%	3%	0%	9%	23%	-4%	2%	-4%

Some of the entries so far, with two lines to a compound.
Under each structure – KB-V1 MDR tox | GLP-1R inv ag | HT1080-NT tox | KB-3-1 cytotox | GLP1R cytotox | SW480 rereplic | HT1080 IDH1KD tx | GLP1R ag | TDP43 rescue
- CCn1c(=O)c2c3c(sc2n2c(=S)[nH]nc12)CCC3
    18% | 10% | 8% | 3% | -9% | 2% | 8% | -10% | 23%
- Cc1ccc(C(=O)NC2CCN(CC(=O)NCc3cccs3)CC2)cc1
    -25% | 13% | 13% | 22% | -1% | -10% | 5% | 6% | -16%
- Cc1ccc(C(=O)Nc2ccccc2)cc1S(=O)(=O)Nc1ccccc1
    13% | -26% | nt | -1% | -1% | nt | nt | nt | 1%
- Nc1nc(SCC(=O)N2CCCc3ccccc32)n[nH]1
    0% | -5% | 3% | -8% | 2% | 1% | 0% | -1% | -1%
- COc1ccc(Cc2c(-c3cccc(Cl)c3)nc3cc(C)c(Br)c(C)n23)c(C)c1
    10% | 8.9µM* | -10% | -14% | 0% | nt | -19% | -1% | 18%
- CCN(CC)S(=O)(=O)c1cc(-c2nnc(-c3ccc(Br)cc3)o2)ccc1Br
    ? | 11% | 2% | -29% | -3% | -3% | 1%[9.24 µM] | 2% | -2%

Next compounds follow:
SMILES	KB-V1 MDR tox	GLP-1R inv ag	HT1080-NT tox	KB-3-1 cytotox	GLP1R cytotox	SW480 rereplic	HT1080 IDH1KD tx	GLP1R ag	TDP43 rescue
CCC(=O)Nc1cccc(NC(=O)CSc2nnc(-c3ccc(NS(C)(=O)=O)cc3)n2C)c1	2%	9%	5%	?	-6%	5%	3%	0%	-33%[inhibitor]
O=CNc1c(Br)cc2c(c1Br)Cc1cc(Br)ccc1-2	-28%	17%	2%	-11%	7%	-1%	0%	1%	-5%
Cc1ccn2cc(CCNC(=O)C3CC=CCC3C(=O)O)nc2c1 (configuration not stated)	-1%	4%	13%	6%	6%	3%	13%	8%	-3%
Cc1cc(C(=O)CN2CCCC2)c(C)n1-c1ccc(Cl)cc1	?	25%	-13%	-13%	-3%	1%	-4%	0%	14%
CCSc1ccc([C@@H]2[C@@H]3C(=O)N(CC)C(=O)[C@@H]3[C@]3(C(=O)OC)CCCN23)cc1	24%	9%	-1%	2%	7%	-1%	12%	-2%	?
CCNC(=O)Oc1ccc(-c2csnn2)cc1	14%	10%	10%	1%	-1%	-8%	9%	6%	15%
Cc1nn(Cc2c(Cl)cccc2Cl)c(C)c1NC(=O)Cn1nc([N+](=O)[O-])c(Cl)c1C	-11%	13%	1%	7%	3%	0%	-6%	-3%	16%
N=C1SCC(=O)N1c1ccccc1Cl	-15%	17%	4%	-5%	-2%	-3%	1%	12%	-9%
CCOC(=O)c1cnc2c(ccc3ccccc32)c1Nc1ccc(N(C)C)cc1	-24%	-2%	nt	-18%	-2%	nt	nt	nt	0%
COc1ccc(OC)c(C(=O)NC(CC(N)=O)c2ccc(NCc3ccc(F)c(F)c3)c([N+](=O)[O-])c2)c1 (configuration not stated)	-9%	15%	-2%	15%	-22%	-17%	-5%	-6%	-19%
CC(=O)Nc1ccc2c(c1)C(=Nc1cccc(C)c1)c1ccccc1-2	13%	19%	6%	11%	-9%	3%	-8%	23%	-16%
COC(=O)c1cc(Cl)cc2c(CCO)c[nH]c12	-6%	3%	25%	7%	7%	-19%	7%	8%	26%
COc1ccccc1C1CCN(c2ccc([N+](=O)[O-])c(OC)c2)CC1	?	?	-6%	-7%	-11%	-5%	?	19%	?
Cc1ccc(CNC(=O)c2sccc2-n2cccc2)cc1	-1%	?	-2%	-6%	76%[activator]	?	-7%	27%	-4%
C=C1C(=O)C=C[C@]2(C)C[C@@H]3OC(=O)[C@](C)(O)[C@H]3C[C@@H]12	?	?	?	?	?	?	?	-3%	-4%
COc1cc2c(cc1OC)C(C)N(C(=O)c1c(C)noc1C)CC2 (configuration not stated)	?	-25%	-25%	?	-37%	?	?	5%	12%
Cc1cccc(CC(=O)NCCS(=O)(=O)N2CCN(c3cccc(Cl)c3)CC2)c1	?	?	-6%	13%	-8%	10%	1%	0%	20%
CCCOc1ccccc1NC(=O)c1ccc([N+](=O)[O-])cc1	-14%	10%	-5%	5%	-3%	10%	-4%	3%	17%
CC1(C)CC(=O)C=C(NC2CCCCCCC2)C1	5%	1%	5%	4%	3%	-22%	1%	-3%	0%
CCOC(=O)c1cnc(SCC(=O)Nc2ccc(N3CCOCC3)c(Cl)c2)nc1N	-3%	83%[activator]	8%	0%	4%	0%	1%	14%	-2%
CNc1oc(/C=C/c2ccccc2)nc1C#N	0%	23%	7%	0%	53%	?	8%	1%	1%
Nc1ncnc2c1ncn2[C@@H]1O[C@H](C(=O)Nc2cc(C(F)(F)F)cc(C(F)(F)F)c2)[C@@H](O)[C@H]1O	14%	21%	-17%	0%	-2%	nt	-15%	17%	22%
C/C(=N\Nc1ccc(Cl)c(C(=O)O)c1)c1ccc(Br)s1	10%	8%	22%	3%	-5%	-14%	14%	0%	?
NS(=O)(=O)c1ccc(NC(=O)CSc2n[nH]c(=O)n2Cc2ccccc2)cc1	-1%	-3%	17%	16%	-18%	-1%	20%	11%	-10%
COC(=O)C1(C(O)C(=O)c2ccc(C)cc2C)CCCCC1 (configuration not stated)	?	?	-14%	-5%	11%	3%	-25%	0%	15%
O=C(COC(=O)CCC(=O)c1cccs1)Nc1ncc(Cl)cc1Cl	0%	27%	11%	-1%	1%	-7%	-1%	-18%	0%
COc1ccnc2c1c(=O)n(Cc1cccc(Cl)c1)c(=O)n2C	-9%	13%	-10%	0%	5%	1%	1%	-2%	?
CC(C)(C)N=C1C([N+](=O)[O-])=CC=C2C1=NC1(CCCCC1)N2O	0%	-2%	-5%	-3%	58%	-2%	-3%	-1%	-24%
COc1ccc2c(c1OC)C(=O)N1N=C(c3ccc(F)cc3)CC21 (configuration not stated)	-23%	38%[activator]	-2%	1%	6%	18%	2%	7%	?
CCCCn1nnnc1NCc1ccc(C)cc1	4%	-23%	0%	-8%	1%	27%	-3%	-6%	27%
Cc1ccc(-c2nnc(Nc3ccc4c(c3)OCO4)c3ccccc23)cc1S(=O)(=O)NCCO	?	?	-6%	?	-14%	-1%	-14%	6%	-4%
CCCCN(CC)CCNC(=O)CCn1cnc2onc(-c3ccc(F)cc3)c2c1=O	-21%	?	nt	-2%	10%	nt	nt	nt	3%
CC(=O)Nc1ccc(S(=O)(=O)NC(CC(=O)NCCCN2CCOCC2)C(C)C)cc1 (configuration not stated)	0%	5%	10%	21%	3%	-6%	5%	14%	0%
COc1ccccc1NS(=O)(=O)c1ccc(C(=O)N2CCCCCCC2)cc1	-4%	?	-2%	-16%	-19%	6%	0%	0%	0%
Cc1c(C(=O)NCc2cccc(Cl)c2)sc(=O)n1Cc1ccc(F)cc1	?	?	-25%	-9%	-18%	nt	-2%	9%	?
O=S(=O)(c1ccc(NC(=S)NC23CC4CC(CC(C4)C2)C3)cc1)N1CCCCC1	?	?	0%	?	-6%	nt	2%	-4%	?
CSCCC(NC(=O)COc1ccccc1)C(=O)N1CCN(c2ccccc2F)CC1 (configuration not stated)	-4%	-4%	9%	0%	-3%	-1%	-1%	10%	-29%
Cc1ccccc1-c1cc2c(c3c1ccn3C)C1CCC2O1 (configuration not stated)	14%	?	7%	0%	5%	nt	2%	5%	11µM*
Cc1cccc(-c2nnc(-c3ccc4ccccc4c3)o2)c1	-1%	2%	24%	1%	3%	-4%	17%	18%	-2%
COc1ccc(C2c3c(oc4ccccc4c3=O)C(=O)N2c2nc(C)c(C)s2)cc1 (configuration not stated)	12%	7%	nt	-2%	11%	nt	nt	nt	25%
CCOc1ccc(S(=O)(=O)NCCC(=O)OCC(=O)N2CC(=O)Nc3ccccc32)cc1	19%	12%	2%	3%	-6%	-10%	-2%	4%	5%
COc1ccccc1CNC(=O)c1cn(C)c2ccc(S(=O)(=O)N(C)C3CCCCC3)cc2c1=O	-18%	10%	nt	19%	1%	nt	nt	nt	16%
COc1ccccc1OCC(=O)NCC1CCCN(C(=O)c2ccccc2C(C)=O)C1 (configuration not stated)	21%	10%	6%	29%	3%	2%	14%	-1%	11%
